Abeta yeast res – qHTS for compounds that reverse cellular toxicity of Amyloid beta (A-beta) peptide in yeast: Primary Screen. AID 1347071, 2019. yeast expressing A-beta42, growth rescue, OD600, 48 h; response scale: 0% DMSO, 100% iron-clioquinol control. 410,000 compounds, 0.063% hits. Potency, µM (doses to about 46.1 µM), for the others: at the highest dose growth rescue, usual class: activators; also: potency is read from the fitted curve at half-maximal effect; nearly all actives have a fitted effect of over 55% in size
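Yeast A-beta toxicity model in growth medium with pinned compounds, 48 h at 30 C; growth read as absorbance at 600 nm. Normalized to FeCl3/clioquinol equimolar mix (positive) and DMSO (negative).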
GLP-1R inv ag – qHTS of GLP-1 Receptor Inverse Agonists (Inhibition Mode) | Glucagon-like peptide 1 receptor (Homo sapiens), P43220 | HEK293 GLP-1R CRE-luciferase, luminescence, 24 h; GLP-1R form is constitutively active | Potency, µM (highest dose often 38.3 µM), without a hit: at the top dose activity change, negative = inhibition, actives largely listed as inhibitors | 410,000 compounds, 1.6% hits | AID 624417, 2012; also: potency is read from the fitted curve at half-maximal effect; % is scaled to controls: 0 for no effect and ±100 for the full control effect; nearly all actives have a fitted effect of over 55% in size
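Assay principle: reduced luminescence from a cAMP-responsive reporter in HEK293 cells co-expressing a constitutively active GLP-1R. Conditions: 24 hr compound incubation, 37 deg C, 5% CO2.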
D3 antag – qHTS of D3 Dopamine Receptor Antagonist: qHTS; max response, negative = inhibition, %; AID 652054, 2013; 360,000 compounds, 2.5% hits; D(3) dopamine receptor (Homo sapiens), P35462; D3R cells, DiscoveRx beta-arrestin luminescence, antagonist mode; active compounds read low; in the data active = max response below about -50%; inconclusive = no clear call, values can overlap the other calls; also: % is scaled to controls: 0 for no effect and ±100 for the full control effect; mostly tested at two doses, the higher about 12 µM
Target sequence (P35462 whole entry, looked up): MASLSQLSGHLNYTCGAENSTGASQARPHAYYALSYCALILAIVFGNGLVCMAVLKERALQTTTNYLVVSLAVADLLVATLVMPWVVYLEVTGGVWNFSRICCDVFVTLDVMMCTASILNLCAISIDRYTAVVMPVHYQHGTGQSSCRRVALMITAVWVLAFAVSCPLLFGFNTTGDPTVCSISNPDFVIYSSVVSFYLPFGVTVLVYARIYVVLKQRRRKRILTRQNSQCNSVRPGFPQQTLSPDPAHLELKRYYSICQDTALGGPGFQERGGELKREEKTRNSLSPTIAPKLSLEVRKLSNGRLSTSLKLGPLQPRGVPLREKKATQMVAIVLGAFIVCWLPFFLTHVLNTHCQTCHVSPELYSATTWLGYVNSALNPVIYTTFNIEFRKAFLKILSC
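Cells plated overnight at 1500 cells/well, then exposed to library compounds with dopamine controls for 90 minutes at 37 degrees C. DiscoveRx reagent added for 30–60 minutes at room temperature; luminescence read, quantitative HTS format.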
aSyn rescue – qHTS of alpha-syn Inhibitors; Yeast expressing alpha-synuclein, growth rescue, BacTiter-Glo, 24 h; Potency, µM (doses to about 46.1 µM), inactives show top-dose growth rescue (activation), actives largely listed as activators; 370,000 compounds, 0.14% hits; AID 652106, 2013; also: potency is read from the fitted curve at half-maximal effect; % of control where 0% means no effect; nearly all actives have a fitted effect of over 65% in size
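Screening used galactose-induced yeast with toxic alpha-synuclein levels, exposed to compound for 24 hr at 30 deg C. Cell growth, read with BacTiter-Glo luminescence, gave the measured signal.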
pAkt inh – HTS Assay for Inhibitors of Akt Phophorylation: Primary Screen; Neuro2A IGF-stimulated pAkt S473 HTRF, 20 min; active compounds read low; activity change, % for hits at 50 µM; 360,000 compounds, 0.32% hits; in the data active = activity change below about -80%; inconclusive = mostly about -51% to -80%; also: % is scaled to controls: 0 for no effect and ±100 for the full control effect
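Neuro2A cells in DMEM with 0.5% FBS, overnight at 37 deg C, given compound at single 50 µM final, then IGF (6 nM final) for 20 min at 37 deg C. Lysed; phospho-Akt Ser473 by HTRF after 24 h, 665/615 ratio.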
PTHR1 agonist – qHTS for PTHR1 Agonists: Primary Screen; Potency, µM (highest dose often 115 µM), for the others: at the highest dose activation, most hits filed as activators; Parathyroid hormone/parathyroid hormone-related peptide receptor (Homo sapiens), Q03431; 410,000 compounds, 0.075% hits; HEK293 GP2 PTHR1 cells, GloSensor cAMP luminescence, 1 h; also: potency is read from the fitted curve at half-maximal effect; nearly all actives have a fitted effect of over 55% in size; some results filed as inactive show a strong effect at the top dose; inactives centre near -15; many of its hits are not listed in these tables
Target sequence (Q03431 whole entry, looked up): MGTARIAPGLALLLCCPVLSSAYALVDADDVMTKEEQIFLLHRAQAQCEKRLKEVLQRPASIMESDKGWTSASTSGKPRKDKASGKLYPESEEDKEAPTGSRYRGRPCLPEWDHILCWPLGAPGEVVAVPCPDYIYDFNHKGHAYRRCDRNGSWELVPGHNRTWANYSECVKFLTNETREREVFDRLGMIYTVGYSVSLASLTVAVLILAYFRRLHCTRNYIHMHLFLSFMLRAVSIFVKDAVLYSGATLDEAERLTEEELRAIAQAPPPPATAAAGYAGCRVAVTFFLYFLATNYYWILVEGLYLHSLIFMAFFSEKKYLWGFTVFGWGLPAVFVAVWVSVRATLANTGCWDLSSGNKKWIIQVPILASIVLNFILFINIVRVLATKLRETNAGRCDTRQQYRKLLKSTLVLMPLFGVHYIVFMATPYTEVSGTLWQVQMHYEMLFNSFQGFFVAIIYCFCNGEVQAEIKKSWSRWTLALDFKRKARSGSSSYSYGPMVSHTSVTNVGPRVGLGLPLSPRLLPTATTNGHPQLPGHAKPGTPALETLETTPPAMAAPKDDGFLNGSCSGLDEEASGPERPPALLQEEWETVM
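HEK-293-derived GP2 cells expressing PTHR1 and a GloSensor cAMP reporter, 3,000/well, plated overnight, given luciferin plus IBMX (each 0.5 mM as added) for 1 h at 37 °C, then compound for 1 h at 37 °C. Luminescence was read after 15 min at room temperature.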
FUS suppressor – qHTS for Suppressors of FUS Proteinopathy: Primary screen using FUS-linked yeast assay. S. cerevisiae FUS-expressing, growth rescue, OD600, 24 h. Potency, µM (series often up to 76.6 µM), for inactives: at the top dose growth rescue (activation), hits mostly activators. 390,000 compounds, 0.24% hits;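 also: potency is read from the fitted curve at half-maximal effect; plate controls were DMSO vehicle for no effect and reference control for full effect; nearly all actives have a fitted effect of over 55% in size; some results filed as inactive show a strong effect at the top dose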
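Steps: raffinose overnight preculture; dilution to OD 0.005 in 2% galactose minimal medium; compound addition (concentration series); 24hr at 30C, 99% humidity; absorbance read at 600 nm.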
GLP1R ag – qHTS of GLP-1 Receptor Agonists | AID 624172, 2012 | HEK293 GLP-1R CRE-luciferase, luminescence, 4-6 h; cells express a hypersensitive GLP-1R form | 380,000 compounds, 0.007% hits | Glucagon-like peptide 1 receptor (Homo sapiens), P43220 | Potency, µM (highest dose often 45.6 µM), for the others: at the highest dose activation, hits mostly activators; also: potency is read from the fitted curve at half-maximal effect; % of control where 0% means no effect
TDP-43 yeast inh – qHTS of TDP-43 Inhibitors. AID 652104, 2013. Potency, µM (doses to about 46.1 µM), for the others: top-dose growth rescue (activation), most hits filed as activators. 410,000 compounds, 1.8% hits. TDP-43 expressing yeast growth rescue, BacTiter-Glo, 24 h; also: potency is read from the fitted curve at half-maximal effect; % of control where 0% means no effect; nearly all actives have a fitted effect of over 50% in size
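Yeast expressing TDP-43 (pregrown in raffinose, seeded at OD600=0.02 in galactose medium) exposed to compounds 24 hr at 30 deg C. Growth read by BacTiter-Glo luminescence; rescue of toxicity appears as increased signal.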
Numbers without * were called inactive; i = inactive; ? = inconclusive; · = no result given; & = joins results of further samples; [ ] = remark or other dose. Unless noted, calls follow the shape of the dose curve; as a rule, active = well fitted curve in the direction sought with a large enough effect; inconclusive = small, poorly fitted or top-dose-only effect, or another doubt; inactive = no such curve, though single readings can be large; an effect the other way counts as inactive or inconclusive.

SMILES | Abeta yeast res | GLP-1R inv ag | D3 antag | aSyn rescue | pAkt inh | PTHR1 agonist | FUS suppressor | GLP1R ag | TDP-43 yeast inh
Cc1nn(-c2ccccc2)c2nc(C3CC3)cc(C(=O)Nc3cccc(F)c3)c12 | -7% | 5.6µM* | · | · | · | -15% | 24% | · | 21%[9.22 µM]
CN(C(=O)c1cc2sccc2n1C)C1CCCCC1 | 2% | ? | 8 | 2% | i | i | 25% | 1% | 12%
CC(=O)NCCNC(=O)C1(C)Cc2c(-c3cccc(C(N)=O)c3)ccnc2O1 (stereo not given) | -11% | 7% | -17 | -3% | i | 15% | -22% | -5% | 5%
CC(C)C[C@@H](CNCC(=O)[C@H](C)NC(=O)c1[nH]cnc1C(=O)N[C@H](CN)CC(C)C)NC(=O)c1nc[nH]c1C(=O)N[C@@H](C)C(=O)O | -4% | 5% | -4 | 1% | i | -1% | 11% | 0% | 14%
CSc1nc(N2CCOCC2)c2ccccc2n1 | 1% | 0% | -9 | -7% | i | -7% | -12% | 6% | -13%
NC(=O)[C@@H]1CCCN1C(=O)[C@@H](Cc1cnc[nH]1)NC(=O)[C@@H]1CCC(=O)N1 | -9% | 1% | 9 | -3% | i | 18% | · | 4% | -17%
CCCCNC(=S)N(C)N=C1CCC(c2ccccc2)CC1 (stereo not given) | 23% | ? | -8 | 1% | i | -15% | 6% | -2% | -10%
NS(=O)(=O)c1ccc(N2CCN(C(=O)C3COc4ccccc4O3)CC2)nc1 (stereo not given) | 11% | 0% | -7 | 0% | i | i | -3% | -9% | 14%
CS(=O)(=O)N1CCN(c2ccccc2F)CC1 | 5% | 12% | -17 | -4% | i | -1% | 1% | -6% | 0%
Clc1ccc2[nH]c(-c3ccccc3)cc2c1 | ? | ? | 47 | -16% | i | -12% | 0% | 0% | 11µM*
CC(C)c1cc(NCc2ccccn2)n2c(nc3ccccc32)c1C#N | -52%[inhibitor] | 7% | -6 | -6% | i | -40%[inhibitor] | -4% | 6% | 12%
CCOc1ccc(NC(=O)c2cccc(NC(C)=O)c2)cc1S(=O)(=O)N1CCCC1 | 9% | 13% | 18 | 1% | i | i | 7% | -3% | 20%
COC(=O)C1CCN(C(=O)CN2C(=O)NC(CC(C)C)C2=O)CC1 (stereo not given) | -12% | 1% | -3 | -8% | i | -20% | -23% | -7% | -17%
COC(=O)c1cc2c(cc1NC(=O)c1cnn(-c3ccc(C)cc3)c1-n1cccc1)OCO2 | 1% | 5% | · | · | · | -9% | 1% | · | 1%
CCOC(=O)C1CCCCN1Cc1cc(Cl)ccc1O (stereo not given) | 16% | 0% | -6 | 5% | i | -6% | 12% | 7% | -3%
CCc1cccc(C)c1NC(=O)Cn1nc(C)c2nn(-c3ccc(Cl)cc3)c(C)c2c1=O | -11% | 4% | · | · | · | -58%[inhibitor] | ? | · | -1%
CCOc1ccc(-c2cn(S(=O)(=O)c3cccc4nsnc34)nc2N)cc1 | 0%[9.22 µM] | ? | -10 | ? | i | -58%[inhibitor] | 21% | 18% | ?
Cn1nccc1C(=O)NC(=S)Nc1sc2c(c1C#N)CCCCC2 | -10% | 31% | -19 | -2% | i | i | 6% | 1% | -6%
COc1ccccc1-n1cc2ccc([N+](=O)[O-])cc2n1 | 3% | 6% | -12 | -8% | i | -37%[inhibitor] | -1% | -5% | 3%
CC(C)Cn1c(N)c(C(=O)CSc2nc3ccccc3n2C)c(=O)n(C)c1=O | 4% | 1% | -54* | 0% | i | i | -6% | 12% | -4%
COC(=O)C1C(c2ccc(OC)cc2)NC(=O)NC1(O)C(F)(F)Cl (stereo not given) | 8% | 6% | 0 | 2% | i | i | 7% | 8% | -21%[0.397 µM]
O=C(c1ccco1)N1CCN(c2ncnc3scc(-c4ccc(Cl)cc4)c23)CC1 | -12% | -17% | 20 | 4% | i | i | 27% | 3% | 25µM*
CCOc1ccc(N(C)S(=O)(=O)c2cc(-c3cc(C)no3)ccc2OC)cc1 | -22%&4% | ? | -27 | -4% | i | -30%&-10%[inhibitor] | 16%&43% | 14% | ?
COc1cc2c(cc1OC)C(c1ccccc1)CC2=O (stereo not given) | -5% | 40%[activator] | 12 | 3% | i | i | 3% | 22% | 16%

Arranged by molar mass (rising): some entries from above.
SMILES | Abeta yeast res | GLP-1R inv ag | D3 antag | aSyn rescue | pAkt inh | PTHR1 agonist | FUS suppressor | GLP1R ag | TDP-43 yeast inh
CCOC(=O)C1CCCCN1Cc1cc(Cl)ccc1O (stereo not given) | 16% | 0% | -6 | 5% | i | -6% | 12% | 7% | -3%
COC(=O)C1C(c2ccc(OC)cc2)NC(=O)NC1(O)C(F)(F)Cl (stereo not given) | 8% | 6% | 0 | 2% | i | i | 7% | 8% | -21%[0.397 µM]
O=C(c1ccco1)N1CCN(c2ncnc3scc(-c4ccc(Cl)cc4)c23)CC1 | -12% | -17% | 20 | 4% | i | i | 27% | 3% | 25µM*

(continued)
SMILES | Abeta yeast res | GLP-1R inv ag | D3 antag | aSyn rescue | pAkt inh | PTHR1 agonist | FUS suppressor | GLP1R ag | TDP-43 yeast inh
CCOC(=O)c1c(S(=O)(=O)N2CCCC(C(=O)N3CCN(c4cccc(C)c4C)CC3)C2)c(C)n(C)c1C (stereo not given) | -6% | 5% | · | · | · | -9% | 35% | · | ?
CC(=O)N1CCOc2ccc(S(=O)(=O)N3CCC(C(=O)NCc4ccc(C)cc4)CC3)cc21 | 1% | 1% | -11 | -4% | i | i | 6% | -2% | -3%
Cc1cccc(NC2=NCC(=O)N2CCc2ccccc2)c1 | -11% | 6% | -28 | 1% | i | i | 25% | 5% | -11%
S=C(c1ccccc1)N1CCN(c2ccccc2)CC1 | -1% | -22% | -18 | 3% | i | i | -6% | -6% | 0%
Cc1n(CC(O)COCc2ccccc2)c2ccccc2[n+]1C (stereo not given) | -30% | 0% | -18 | -16% | i | -21% | 11% | -5% | -14%
OCCN(CCO)CC(O)COc1ccc(Br)cc1 (stereo not given) | 3%&5% | ? | 25&-25 | 4%&-9% | i | ? | -7%&7% | -6%&-1% | 5%&-15%
Cc1cccc(C(C)C)c1NC(=O)COC(=O)c1cccc(S(=O)(=O)N2CCc3ccccc3C2)c1 | 23% | -3% | -3 | -2% | i | -4% | 7% | 1% | 3%
COc1ccc(NC(=O)c2cc(C3CC3)nc3c2c(C)nn3-c2ccccc2)cc1OC | -7% | 17% | · | · | · | -44%[inhibitor] | -21% | · | 27%
Cc1ccc(/C=C/c2nnc(-c3cccc(C)c3)o2)cc1 | 5% | 6% | 5 | 2% | i | i | -22% | 0% | -18%
O=C(O)c1ccc(COc2ccccc2/C=C2\NC(=O)N(Cc3ccc(F)cc3)C2=O)cc1 | -13% | 68%[activator] | -18 | -5% | i | -5% | 9% | 16% | -1%
CC1(C)CC(NC(=O)c2cc(S(=O)(=O)N3CCOCC3)ccc2Cl)CC(C)(C)N1 | 12% | 14% | 4 | 0% | i | -48%[inhibitor] | -17% | 2% | 8%
O=C(O)CCN1C(=O)c2ccc(NC(=O)c3ccco3)cc2C1=O | -1% | 2% | 8 | -1% | i | ? | -39% | -6% | 18%
CCC(C)NC(=O)CO/N=C/c1ccccc1OC(F)F (stereo not given) | 24% | 17% | 2 | 5% | i | i | -7% | 3% | 17%
Cc1coc2c1c(C)cc1oc(=O)c(CC(=O)NCC(=O)N[C@H](C(=O)O)C(C)C)c(C)c12 | 4% | 6% | -5 | -3% | i | i | 20% | 5% | -16%
Cc1cnc(C(=O)Nc2ccccc2-c2ccc(C)o2)cn1 | -21% | -1% | -26 | 18% | i | i | 20% | -1% | 12%
Clc1c(CSc2nc3ccccc3o2)nc2ccccn12 | -11% | ? | 0 | 6% | i | -67%[inhibitor] | 23% | 9% | ?
O=C(CNS(=O)(=O)c1ccccc1)N/N=C/c1ccncc1 | -10% | 7% | -25 | -14% | i | i | -25% | -1% | -16%
O=C(O)CC1(C(=O)O)CCCC1 | -15% | 1% | 5 | -2% | i | -77%[inhibitor] | 17% | -1% | -6%
Cc1c(C(=O)NN)[nH]c2ccc([N+](=O)[O-])cc12 | 24% | ? | -16 | 3% | i | -5% | 28% | 1% | 0%
COc1ccc(OC)c(-c2cc(C(=O)Nc3cccc(Cl)c3C)no2)c1 | 5% | 6% | · | · | · | -4% | -12% | · | 28%
Nc1ncnc2c1ncn2[C@@H]1O[C@H](C(=O)NCCCN2CCCC2=O)[C@@H](O)[C@H]1O | -3% | 7% | 14 | 0% | i | -5% | -3% | 5% | 21%
CC1(c2ccc(Cl)cc2)NC(=O)N(CC(=O)N2CCc3ccccc32)C1=O (stereo not given) | -12% | ? | -22 | -1%[1.84 µM] | i | -5% | 30% | -8% | -7%
Cc1noc(C)c1C(=O)Nc1sc2c(c1C(N)=O)CCC2 | -1% | 0% | 2 | -2% | ? | 8%[57.5 µM] | 19% | -5% | -19%
Cc1ccc(/C=N/n2c(-c3ccncc3)n[nH]c2=S)cc1 | -8% | 4% | -11 | -9% | i | -5% | 15% | -5% | 19%
O=C(O)C1CCCN1c1ncnc2c1oc1ccccc12 (stereo not given) | -3% | -3% | 4 | -8% | i | i | 19% | -4% | -25%
Cc1ccc(C(=O)O/N=C/c2c(C)nn(C)c2Cl)cc1 | 15% | 3% | -7 | -2% | i | -4% | 21% | 29% | -7%[0.397 µM]

Source: PubChem BioAssay

These rows are one share of the data, so the mix of outcomes need not match the whole.
